Compound activity deposited in PubChem BioAssay by several laboratories.
NOD2 inhibition: NOD2 signaling inhibitors, cell-based, luminescence, uHTS, HEK293 (AID 1566). one-dose inhibition, % at 4 µM; EC50 in µM for titrated hits. HEK293 NOD2/NF-kB luciferase reporter, luminescence; higher % means a stronger effect. 290,000 tested, 0.63% active; also: many of its hits are not listed in these tables
AID2073: inhibitors of Mint1-CaV2.2 protein interaction, biochemical, HTRF (AID 2073); Voltage-dependent N-type calcium channel subunit alpha-1B (Homo sapiens); HTRF protein-protein interaction, Mint1-CaV2.2; higher % means a stronger effect; inhibition, % at 20 µM, or IC50 in µM where a hit was titrated; 290,000 tested, 0.19% active; in the data active = inhibition mostly above about 51%, no sharp cut-off; inconclusive = no clear call, values can overlap the other calls; inactive = mostly below about 53%; also: some results filed as inactive read as strong as hits
Myeloid diff MLP: induction of myeloid progenitor differentiation, primary screen, cell-based, flow cytometry, MLPCN library. calls only at 10 µM. AID 624256, 2012. 360,000 tested, 1% active. ER-HoxA9 myeloid progenitors, lysozyme-GFP differentiation;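 active = normalized GFP-positive differentiation at or above the plate's own cutoff, the solvent-only control mean plus 3 SD; inconclusive = no clear call, values can overlap the other calls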;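 also: cells exposed to compound for four days before flow analysis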
XIAP antagonists: XIAP antagonists, biochemical, IAP family, fluorescence polarization (AID 1018); E3 ubiquitin-protein ligase XIAP (Homo sapiens); XIAP BIR domain, fluorescence polarization peptide displacement; higher % means a stronger effect; one-dose displacement, % at 20 µM; IC50 in µM for titrated hits; 200,000 tested, 0.007% active; in the data active = displacement above about 50%; also: a part of the inactive calls stands beside numbers as strong as those of hits
Dengue-2 NS5 capping: Dengue-2 NS5 methyltransferase inhibitors, primary screen, biochemical, confirmation dose response (AID 588689); Genome polyprotein (Dengue virus type 2 (strain 16681-PDK53)); Dengue-2 NS5 methyltransferase capping enzyme assay, biochemical; higher % means a stronger effect; one-dose inhibition, % at 25 µM; IC50 in µM for titrated hits; 340,000 tested, 0.3% active; in the data active = a potency from the dose series; inconclusive = inhibition above about 29% without an active follow-up result
SIAH1 antagonists: Siah-1 peptide-binding antagonists, primary screen, biochemical, fluorescence polarization, rhodamine-plectin, uHTS (AID 1817); Siah-1 / rhodamine-plectin peptide fluorescence polarization; higher % means a stronger effect; displacement, % at 20 µM, or IC50 in µM where a hit was titrated; 290,000 tested, 0.02% active;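 active = displacement of at least 50% at 20 µM, with a fluorescence ratio check between 0.3 and a set limit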;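 also: plate controls were Siah plus tracer with DMSO for no effect and tracer alone without Siah for full effect; strong numbers were not always called active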
Lipid droplet: inhibitors of hepatocyte lipid droplet formation, primary screen, imaging, high-throughput imaging, BODIPY stain | 240,000 tested, 0.4% active | AML12 mouse hepatocytes, oleate lipid droplets | inhibition, % at 6.5 µM;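 active = lipid droplet intensity inhibited by at least 50%, with more than 500 cells counted; inconclusive = wells with under 300 cells, treated as cytotoxic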
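Assay system: AML12 mouse liver cells | Compound dosing: One dose, 6.5 µM compound | Read-out basis: Droplet intensity reduction, % inhibition | Measured by: Fluorescence imaging, 20x objective, two fields per well | Schedule: Overnight treatment with compound plus oleate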
LYP phosphatase: inhibitors of LYP phosphatase, biochemical, fluorescence intensity, uHTS (AID 1779); Tyrosine-protein phosphatase non-receptor type 22 (Homo sapiens); recombinant LYP phosphatase, fluorescence intensity; higher % means a stronger effect; inhibition, % at 11.5 µM; hits with a dose series show IC50 in µM; 290,000 tested, 0.054% active;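 also: plate controls were vehicle with enzyme for no effect and no enzyme for full effect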
HIV peptide binding: inhibitors of HIV fusion peptide binding, primary screen, biochemical, uHTS, fluorescence dequenching (AID 1986) | cell-free peptide binding, fluorescence dequenching, 30 min; higher % means a stronger effect | inhibition, % at 20 µM, or IC50 in µM where a hit was titrated | 290,000 tested, 0.3% active; in the data active = inhibition mostly above about 52%, no sharp cut-off; inactive = mostly below about 76%; also: some results filed as inactive read as strong as hits
Lipid droplet cells 6.5 µM: also measured in Lipid droplet; calls as there; cell count; measured here: cell count, cytotoxicity flag;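 cells counted across two imaged fields per well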
Dengue-2 NS5 capping pilot replicate: second read-out of Dengue-2 NS5 capping, no call of its own (marks repeat the call); inhibition, %; measured here: pilot screen replicate inhibition
Myeloid diff MLP GFP+ MAC1+ %: recorded beside Myeloid diff MLP, whose call it bears; GFP+ MAC1+ double positive, %; measured here: differentiation confirmed by MAC1 staining
* hit, by the source's call; i = inactive; ? = inconclusive; . = not tested or not shown. Rule as the data show it, unless noted: active = inhibition above about 50%; inactive = the rest. Not all compounds are listed (hit frequency here may not be typical).

SMILES	NOD2 inhibition	AID2073	Myeloid diff MLP	Myeloid diff MLP GFP+ MAC1+ %	XIAP antagonists	Dengue-2 NS5 capping	SIAH1 antagonists	Lipid droplet	Lipid droplet cells 6.5 µM	LYP phosphatase	HIV peptide binding	others
COc1ccccc1-c1ccc(=O)n(CC(=O)NCc2ccc3c(c2)OCO3)n1	-18.5%	-4.6%	i	0.7	-3.1%	-2.0%	-3.7%	.	.	-5.7%	-0.4%
O=c1c2ccccc2nc2n1C(CSc1ccc(Cl)cc1)CN2 (configuration not stated)	8.0%	6.0%	i	0.6	-4.3%	-4.9%	3.7%	.	.	-7.6%	-1.5%
CC(=O)c1ccc(N2CCN(S(=O)(=O)c3cc4c(cc3C)NC(=O)CO4)CC2)cc1	10.8%	11.5%	i	0.6	.	-2.3%	8.1%	-2.1	708	-2.8%	0.4%
COc1ccccc1/C=C\C(=O)NCC(=O)N/N=C(\C)Cc1ccccc1	20.4%	7.2%	i	1.3	.	-2.3%	0.1%	-7.8	747	-1.3%	-1.7%
Cc1ccccc1CN1CCN(C(=O)c2ccc(F)cc2)CC1	4.9%	-8.7%	i	0.9	.	1.7%	4.5%	6.8	840	-8.0%	1.1%
CN(NC(=O)CN1C(=O)c2ccccc2C1=O)C1=NS(=O)(=O)c2ccccc21	-3.2%	-5.3%	i	0.7	-2.3%	-0.9%	3.5%	-16.2	701	-7.5%	-1.4%
CC(Oc1ccc(Cl)cc1Cl)C(=O)/C=C/N(C)C (configuration not stated)	12.7%	27.5%	i	0.8	-3.1%	-1.4%	4.1%	.	.	0.4%	4.7%
COc1cc(OC)nc(S(C)(=O)=O)n1	-0.8%	-5.1%	i	1.9	-3.3%	-3.2%	11.4%	-8.4	669	-5.8%	2.2%
CC1=NNC(=O)C1C(c1ccccc1)C1C(=O)NN=C1C (configuration not stated)	20.3%	-4.2%	.	.	-7.5%	.	-4.0%	1.4	706	-7.8%	-2.3%
N#Cc1c(-c2ccc(F)cc2)cc(-c2ccccc2)nc1SCC(=O)NCC(=O)O	-1.5%	-34.5%	i	0.0	.	1.2%	2.5%	-1.7	672	2.4%	11.6%
COc1cc(OC)cc(C(=O)NC(c2ccccc2)c2ccccc2)c1	-2.0%	5.5%	i	0.9	.	0.8%	4.2%	-2.2	813	-4.0%	1.0%
Cc1ccc(CNC(=O)CCCCn2c(=O)[nH]c3ccsc3c2=O)cc1	7.1%	0.0%	i	0.1	-5.7%	-3.5%	-0.1%	1.2	653	1.9%	-1.4%
CC(C)NC(=O)c1cccc2c1-c1ccccc1C2=O	9.1%	-6.5%	i	0.6	.	-5.3%	10.7%	.	.	-5.5%	1.3%
CCc1nnc(NC(=O)c2oc3cc(C)c(C)cc3c2C)s1	-23.7%	19.0%	i	0.5	-0.2%	-6.5%	6.4%	-1.7	781	-9.8%	-0.8%
COC(/C=C/Nc1ccc(C)cc1)=C(C#N)C#N	3.1%	4.3%	i	1.3	-4.2%	-0.3%	-1.6%	0.1	655	-0.2%	-1.7%
COc1ccccc1N1CCN(S(=O)(=O)c2cn(C)c(=O)n(C)c2=O)CC1	8.3%	-1.6%	i	2.2	-3.2%	-1.4%	-0.8%	-17.0	508	-4.6%	-0.6%
O=C(N/N=C/C=C\c1ccco1)c1cccs1	-28.8%	62.5%	i	0.0	-4.0%	.	-1.1%	2.0	710	3.4%	25.5%
Cc1ccc(C(=O)CSc2nnc(-c3ccccc3N)n2C)cc1	-10.1%	-14.1%	i	1.0	-11.2%	2.5%	-5.3%	.	.	-10.2%	7.4%
CCOC(=O)N1CCC(n2c(SCC(=O)c3ccccc3)nc3ccsc3c2=O)CC1	30.7%	7.3%	i	5.7	-4.8%	-4.8%	7.4%	.	.	-5.9%	2.2%
CC(NC(=O)C(=O)NCc1cccs1)c1ccccc1 (configuration not stated)	10.4%	14.4%	i	0.8	.	0.0%	-3.2%	2.8	862	-8.3%	0.5%
CCn1c(=N)n(CC(=O)c2ccco2)c2ccccc21	9.4%	26.3%	i	0.9	-17.4%	-1.2%	11.6%	0.1	631	5.1%	0.3%	Dengue-2 NS5 capping pilot replicate=-0.6
COc1ccccc1NC(=O)C1=C(C)Nc2nc3ccccc3n2C1c1cccs1 (configuration not stated)	-20.8%	0.2%	?	.	-5.0%	4.5%	4.4%	.	.	5.0%	-2.2%
COCCNC(=O)C(c1ccc(O)cc1)N(Cc1cccs1)C(=O)CCC(=O)Nc1ccccn1 (configuration not stated)	10.7%	5.4%	i	1.3	.	2.7%	-1.2%	0.8	803	-10.8%	1.7%
Cc1ccc(S(=O)(=O)N2CCC(=O)N(CCOCc3cccc(C)c3)CC2)cc1	20.0%	3.8%	i	1.8	-18.7%	-9.1%	0.3%	-3.3	705	0.7%	-2.9%
O=C(O)COc1ccc2c(c1)O/C(=C\c1ccco1)C2=O	-12.0%	38.7%	i	0.0	.	0.7%	4.3%	10.7	837	-8.4%	48.2%
Cc1nonc1OCCNCCNc1ccccc1[N+](=O)[O-]	-12.8%	-6.7%	i	0.2	-1.5%	0.9%	-7.5%	-5.4	730	-0.8%	-0.6%
Cc1cc(NC(=O)c2ccc(-c3ccc(F)c(Cl)c3)o2)no1	-14.9%	12.7%	i	0.1	-7.9%	-3.6%	5.4%	14.1	642	-7.7%	0.5%
CN(Cc1ccccc1)S(=O)(=O)c1cccs1	1.3%	-4.2%	i	2.0	-0.4%	-2.8%	5.4%	6.7	769	-4.9%	-1.5%
CC(c1ccccc1F)n1cc(C(=O)NCc2ccncc2)nn1 (configuration not stated)	10.6%	-3.9%	i	0.3	-5.8%	-0.8%	-1.3%	-10.9	784	-6.4%	0.1%
Cc1cc(C)n2ncnc2n1	-7.8%	-5.0%	i	2.4	15.6%	-5.5%	3.7%	23.8	788	-0.4%	0.4%
Cc1cccc(CN2CCC(CNC(=O)CCNC(=O)Cn3ccc4ccccc4c3=O)CC2)c1	-12.8%	38.7%	i	0.5	-3.1%	-4.0%	-3.6%	-7.3	629	-6.0%	0.5%
COc1ccc(N2CCN(S(=O)(=O)c3ccc4c(c3)CC(C)N4C(=O)C3CC3)CC2)cc1 (configuration not stated)	48.6%	4.6%	i	10.0	.	-5.3%	0.4%	-21.8	710	-1.6%	-2.4%
CCn1c(CNC(=O)c2ccc(OC)cc2)nnc1SCC(=O)c1ccccc1	-10.1%	-9.0%	i	1.0	-9.8%	-19.1%	-5.1%	-9.1	608	0.3%	-0.6%
Cc1cc(C)nc(SCc2ccc([N+](=O)[O-])cc2)n1	18.8%	9.8%	i	1.1	-4.6%	-7.0%	12.2%	-0.7	719	-4.1%	-1.2%
COc1ccc(-c2[nH]ncc2CN2CCN(C(=O)c3ccco3)CC2)cc1F	3.0%	8.4%	i	0.2	-4.5%	3.0%	0.4%	-3.7	709	-11.1%	0.3%
O=C1C(=O)N(CCCn2ccnc2)C(c2ccccn2)/C1=C(/O)c1ccccc1 (configuration not stated)	-4.1%	1.7%	.	.	-4.6%	.	1.1%	.	.	-8.8%	4.1%
CC(=O)C1C(c2ccc3ncccc3c2)NC(=O)NC1(O)C(F)(F)F (configuration not stated)	-1.2%	10.9%	i	0.7	-2.7%	-6.5%	3.9%	-3.7	739	-5.3%	-2.7%
O=C(NC(=S)Nc1cccc(NC(=O)c2ccccc2Cl)c1)c1cccs1	3.0%	-2.1%	i	2.1	-1.9%	0.6%	13.4%	-0.1	687	9.2%	1.1%
COc1cc(SC)ccc1C(=O)NCC1CCCO1 (configuration not stated)	-19.7%	11.2%	i	1.7	-1.2%	-4.8%	0.9%	2.9	668	-0.7%	-1.4%
COc1ccc(/C=C2\CCCC(C(=O)C(F)(F)F)=C2O)cc1	-9.8%	-2.8%	i	0.5	-1.0%	4.9%	0.5%	-2.6	768	-1.6%	-3.6%
CC(C)c1ccc(OCC(=O)NCCO)cc1	-23.6%	5.3%	i	0.1	-15.4%	3.3%	5.2%	0.1	715	0.5%	-0.8%
CCO[C@@H]1OC(C(=O)Nc2ccccc2)=C[C@H](c2coc3ccccc3c2=O)[C@H]1CCCO	-22.0%	1.3%	i	4.7	-2.2%	-8.2%	-0.3%	-7.4	756	-2.2%	0.1%
CN(C)S(=O)(=O)c1cccc(NC(=S)Nc2ccc3cn[nH]c3c2)c1	19.0%	28.7%	.	.	-7.7%	-6.7%	-3.7%	-35.4	673	-12.5%	-1.8%
O=C(Nc1ccc2c(c1)OCO2)C1CCN(C(=O)c2ccc(Br)cc2)CC1	-16.6%	-2.0%	i	0.2	-2.7%	-13.6%	9.7%	-21.6	697	-1.9%	-0.8%
CC1CCN(S(=O)(=O)c2cc3c4c(c2)C(C)C(=O)N4CCC3)CC1 (configuration not stated)	23.2%	5.9%	i	0.5	.	-0.9%	-1.2%	13.0	663	-9.9%	-0.7%
COc1ccc(C(=O)Nc2ccc3c4c(cccc24)CC3)cc1	-63.2%	5.7%	i	4.2	-2.6%	0.0%	3.0%	.	.	3.1%	-1.0%
CNC(=O)c1cnn(-c2nc(-c3ccc(OC)cc3)cs2)c1C(F)(F)F	0.4%	23.1%	i	0.4	.	-4.5%	0.8%	-0.8	386	-5.2%	-0.4%
COc1cc(/C=C/c2cc(C(F)(F)F)[nH]c(=O)n2)cc(OC)c1OC	-74.9%	31.2%	.	.	16.2%	3.7%	-2.3%	1.6	692	-1.0%	1.4%

Some of these compounds in order of SMILES length, low to high.
SMILES	NOD2 inhibition	AID2073	Myeloid diff MLP	Myeloid diff MLP GFP+ MAC1+ %	XIAP antagonists	Dengue-2 NS5 capping	SIAH1 antagonists	Lipid droplet	Lipid droplet cells 6.5 µM	LYP phosphatase	HIV peptide binding	others
COc1ccc(C(=O)Nc2ccc3c4c(cccc24)CC3)cc1	-63.2%	5.7%	i	4.2	-2.6%	0.0%	3.0%	.	.	3.1%	-1.0%
CNC(=O)c1cnn(-c2nc(-c3ccc(OC)cc3)cs2)c1C(F)(F)F	0.4%	23.1%	i	0.4	.	-4.5%	0.8%	-0.8	386	-5.2%	-0.4%
O=C(Nc1ccc2c(c1)OCO2)C1CCN(C(=O)c2ccc(Br)cc2)CC1	-16.6%	-2.0%	i	0.2	-2.7%	-13.6%	9.7%	-21.6	697	-1.9%	-0.8%
CCO[C@@H]1OC(C(=O)Nc2ccccc2)=C[C@H](c2coc3ccccc3c2=O)[C@H]1CCCO	-22.0%	1.3%	i	4.7	-2.2%	-8.2%	-0.3%	-7.4	756	-2.2%	0.1%
